From PubChem BioAssay
ERAP1 HTS inh: blocks human ERAP1 aminopeptidase activity | Q9NZ08 | recombinant ERAP1, Leu-AMC fluorescence, 60 min | inhibition, % at 10.7 µM | 0.15% of 340,000 active | AID 652197;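 active means mean replicate inhibition of at least 30%, or all replicates individually reaching that 30% level; inactive means mean below 30% and not every replicate reaching it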;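 further: 0% = neutral control wells and 100% = L-leucinethiol positive control wells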
PGC1a acetyl inh: modulators of PGC1a acetylation; U2OS PGC1a acetylation, AlphaScreen anti-acetyl-lysine; with virally co-expressed GCN5 acetyltransferase; inhibition, % at 15.6 µM; 0.17% of 350,000 active;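 active means every replicate shows inhibition of at least 40%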;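 further: 0% = neutral control wells and 100% = positive control wells; some results beyond the cut were filed as inactive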
S100A4 MyoIIA: inhibitors of human S100A4 binding to myosin IIA peptide. P26447. inhibition, % at 10.7 µM. S100A4/TAMRA-MyoIIA peptide fluorescence polarization. AID 652163. 0.14% of 360,000 active;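 active means mean inhibition of at least 70% across replicates, with every replicate also reaching that level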
Target sequence (P26447 whole entry, looked up): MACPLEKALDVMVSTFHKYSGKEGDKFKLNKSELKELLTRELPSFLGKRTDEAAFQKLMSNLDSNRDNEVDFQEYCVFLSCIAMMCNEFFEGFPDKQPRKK
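Material: human S100A4 monomer with TAMRA-labelled myosin IIA peptide; buffer or medium: HEPES pH 7.2 with CaCl2, KCl, NaCl, DTT, Triton; compound dosing: one concentration per compound; schedule: 5 min incubation before reading; benchmarks: neutral control DMSO, positive control TFP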
XiGFP reactiv: X-chromosome reactivation activator | XiGFP mouse fibroblasts, % GFP-positive cells imaging, 3 d; cells co-treated with 5-aza-dC sensitizer; scaled so ellipticine positive control = 100% | activation, % at 7.58 µM | 0.055% of 360,000 active;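 active means mean normalized replicate activation at least 10% and every replicate at or above 10%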;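 further: 0% = median of on-plate neutral control wells and 100% = ellipticine 6 µM median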
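Material: XiGFP fibroblasts, SV40-immortalized; Buffer or medium: DMEM containing 5-aza-dC; Compound dosing: single point; Times: 3 days compound exposure.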
Cneo AK release: Cryptococcus neoformans lysis via adenylate kinase release. C. neoformans lysis, adenylate kinase release luminescence, 4 h; normalised: neutral wells 0, clomiphene wells 100. 0.2% of 360,000 active. lysis activity, % at 15 µM;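 active means mean lysis activity across replicates of at least 80%, whatever share of replicates individually reach that level; inactive means mean lysis activity below 80%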
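Schedule: static 4 h at 37 °C with compound, 1 h detection; system: C. neoformans cells; benchmarks: Clomiphene as positive control; buffer or medium: fresh YPD medium; measure: luminescence rise reflecting yeast cell lysis; measured by: luminescent adenylate kinase detection reagent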
SIRT5 block: sirtuin-5 (human) deacylase inhibition; Q9NXA8; Purified SirT5, succinyl-peptide AMC, trypsin-coupled fluorescence; inhibition, % at 15 µM; 1.1% of 330,000 active; AID 652115; in the data active means inhibition above about 15%
Target sequence (Q9NXA8 whole entry, looked up): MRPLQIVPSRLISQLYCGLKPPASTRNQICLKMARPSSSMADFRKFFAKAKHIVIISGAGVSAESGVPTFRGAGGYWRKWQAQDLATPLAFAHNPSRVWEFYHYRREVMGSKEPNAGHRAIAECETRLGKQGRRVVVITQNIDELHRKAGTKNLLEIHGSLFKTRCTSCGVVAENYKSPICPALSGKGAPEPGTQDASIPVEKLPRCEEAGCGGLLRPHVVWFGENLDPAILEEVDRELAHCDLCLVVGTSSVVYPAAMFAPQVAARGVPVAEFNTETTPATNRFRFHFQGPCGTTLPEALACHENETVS
LGR2 inh: Drosophila LGR2 receptor signaling inhibition; AID 720647; HEK293 LGR2, CRE-luciferase, bursicon-stimulated, 4 h; inhibition, % at 9.99 µM; 0.35% of 380,000 active;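 active means drop in luminescence signal, shown as inhibition above about 50% in the replicate tests, limit read from the data, passing the limit was not always enough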;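 further: agonist challenge used bursicon conditioned medium at about half maximal strength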
Statin myotox sup: suppression of simvastatin myotoxicity; rescue of ATP level, % at 7.49 µM; C2C12 myotubes + simvastatin, ATP luminescence, 48 h; scaled: DMSO 0, geranylgeraniol control 100; 0.78% of 330,000 active; AID 602340;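 active means mean ATP rescue above about 67%, or every replicate alone reaching that limit, limit read from the data, passing the limit was not always enough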;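 further: myotubes were challenged with 10 µM simvastatin during compound exposure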
The depositor's hits bear a star; . = no result given; & = joins results of further samples.

SMILES | ERAP1 HTS inh | PGC1a acetyl inh | S100A4 MyoIIA | XiGFP reactiv | Cneo AK release | SIRT5 block | LGR2 inh | Statin myotox sup
C[C@H](CO)N1C[C@H](C)[C@@H](CN(C)C(=O)Cc2ccncc2)Oc2cc(C3=CCCC3)ccc2S1(=O)=O | -2 | 13 | -4 | 0.0 | -4 | -1 | 8 | -42
CC(NC(=O)c1ccco1)C(=O)O (configuration not stated) | 0 | 5 | 2 | -0.1 | 1 | 3 | . | -1
CNC[C@@H]1Oc2ncc(C3=CCCC3)cc2C(=O)N([C@@H](C)CO)C[C@@H]1C | . | -2 | . | -0.9 | . | . | -1 | 7
CCOc1ccccc1NC(=O)c1cc2ccccc2o1 | -6 | . | 0 | 0.0 | 2 | -2 | -7 | 11
O=C(c1ccc(N2C(=O)c3ccccc3C2=O)cc1)N1CCN(S(=O)(=O)c2ccccc2F)CC1 | 0 | . | -1 | 0.1 | 0 | . | -2 | -1
COCC(=O)N1CC2(CCN(C(C)=O)CC2)c2c([nH]c3cc(OC)ccc23)[C@H]1CO | 0 | 1 | -3 | 0.3 | . | . | 8 | .
CCc1cc(Cn2nc(-c3ccccc3)cc2C(=O)O)on1 | 21 | . | 3 | 0.0 | 4 | -3 | -17 | 0
CCN1CCN(c2cc(C)c3cc(NC(=S)NCc4cccs4)ccc3n2)CC1 | -2 | -16 | -3 | -0.7 | -1 | -2 | -14 | -1
O=C(NNC1=Nc2ccccc2SC1)c1ccc(F)cc1 | 0 | 7 | 7 | 0.1 | . | -2 | -15 | .
CCS(=O)(=O)N1CCC2(CC1)CN(C(=O)c1ccc(F)cc1)[C@H](CO)c1c2c2ccc(OC)cc2n1C | 0 | -8 | 5 | 0.3 | . | -2 | -2 | .
O=C(CNC(=O)OCc1ccccc1)Nc1ccc(F)cc1 | 32* | 2 | 6 | 0.1 | -1 | -2 | -5 | 15
Cc1ccc(S(=O)(=O)NNC(=O)c2cc([N+](=O)[O-])c(C)c([N+](=O)[O-])c2)cc1 | -1 | -4 | 2 | 0.4 | 3 | 2 | 0 | .
Cc1cc(OCC(=O)NNC(=O)c2ccncc2)cc(C)c1Cl | 0 | . | -4 | 0.3 | 0 | -2 | 3 | 8
COc1ccc(N(CC(=O)Nc2c(C)cccc2C)S(=O)(=O)c2ccccc2[N+](=O)[O-])c(OC)c1 | 2 | 12 | 3 | 0.0 | -14 | 1 | -49 | 0
CC(=O)NCCc1ccc(O)cc1 | 5 | 0 | -3 | . | -1 | . | -5 | 0
Cc1cc(=O)[nH]c(N/N=C/c2c(C)oc3ccccc23)n1 | 5 | -3 | 2 | 0.0 | 1 | 2 | -45 | .
Cc1cc(C)c(S(=O)(=O)Nc2ncn[nH]2)cc1C | -2 | 13 | -4 | 0.0 | 0 | -1 | 2 | 59
CC(C)(C)n1nnnc1C(C1CC1)N1CCN(C/C=C/c2ccccc2)CC1 (configuration not stated) | -6 | -18 | -3 | -0.1 | -1 | -2 | 9 | 0
CCN(C(=O)CSc1ccc(S(=O)(=O)N2CCOCC2)cn1)c1ccccc1 | 0 | -1 | 2 | 0.0 | 11 | 2 | 3 | 5
O=C(/C=C/c1ccc(-c2cccc([N+](=O)[O-])c2)o1)N1CCOCC1 | 0 | 16 | -7 | 0.0 | 0 | -5 | -32 | .
COc1cc(C2(c3ccc(O)c(OC)c3)C(=O)Nc3c(C)cc(Br)cc32)ccc1O | 8 | -1 | -9 | 0.1 | -1 | -11 | 8 | 28
CCCNC(=O)N1CCC2(CC1)CN(C(C)=O)[C@H](CO)c1[nH]c3cc(OC)ccc3c12 | 3 | -11 | 13 | 0.1 | . | . | 12 | .
CC1CCN(S(=O)(=O)c2cn(C)c(=O)n(C)c2=O)CC1 | -1 | 3 | 3 | 0.2 | 1 | -1 | -3 | -3
Cc1ccc(OCCNC(=O)CCNS(=O)(=O)c2ccc(Br)cc2)cc1 | 1 | 8 | -7 | -0.1 | 0 | -3 | 9 | 9
COC(=O)NC1c2ccccc2Oc2ccc(C)cc21 (configuration not stated) | 2 | . | -6 | 0.3 | -1 | -6 | 5 | -9
COC(=O)C1=C(C(=O)OC)[C@@H]2N(C)c3ccccc3[C@@]23C[C@@H](CO)N(C(=O)c2cccs2)C3=N1 | -2 | -2 | -4 | 0.0 | -1 | 2 | -6 | -6
OCCC1CN(Cc2cccc(-n3cccn3)c2)CCN1Cc1ccccc1 (configuration not stated) | -1 | -6 | 0 | 0.0 | 5 | 12 | 3 | -7
COc1ccc(S(=O)(=O)Nc2cccc3c2O[C@H](CN(C)S(=O)(=O)c2ccc(OC)cc2)[C@H](C)CN([C@@H](C)CO)C3=O)cc1 | -5 | . | -4 | 0.0 | . | 1 | 1 | .
CCCCCC(=O)N1C[C@@H](n2cc(C3CC3)nn2)[C@H](O)C[C@@H]1c1ccc(OC)cc1 | -1 | 14 | 15 | -0.1 | -2 | 3 | -10 | -1
CC[N+]1=CN(c2ccccc2)C(C)=CC1(C)C | 18 | -3 | 0 | 0.0 | 5 | -2 | 6 | .
Cc1ccc(NC(=O)CC2S/C(=N/N=C3\CCCc4ccccc43)NC2=O)cc1 (configuration not stated) | -1 | . | -14 | 0.0 | . | 0 | 12 | .
CCCCC(=O)N(C)c1c(C)nc2ccc(C(=O)N(C)Cc3ccco3)cn12 | -2 | 0 | -5 | 0.1 | -2 | 1 | . | 3
CS(=O)(=O)N(Cc1ccc(C(=O)N2CCc3ccccc3C2)cc1)c1ccccc1 | 7 | 1 | -2 | 0.1 | . | -4 | -8 | .
CC(C)(O)C#Cc1ccc([C@H]2[C@@H](CO)N3CCCCN(C(=O)c4cccc(F)c4)C[C@H]23)cc1 | 3 | 0 | -1 | -0.1 | 0 | 0 | 3 | .
C[C@H](CO)N1C[C@H](C)[C@H](CN(C)C(=O)CN(C)C)Oc2ncc(C#CC3(O)CCCC3)cc2C1=O | -1 | 0 | -9 | -0.9 | -3 | -1 | 5 | .
O=C1NC(c2cccc([N+](=O)[O-])c2)=CCN1c1ccccc1O | 9 | 7 | 19 | -0.7 | -1 | 1 | 13 | .
C/C=C/c1ccc([C@H]2[C@@H](CO)N(C(=O)c3cnccn3)C23CN(C(=O)C2CCC2)C3)cc1 | . | 0 | 3 | 0.0 | . | . | 17 | .
CCN(CC)c1cc(C)c2cc(NC(=O)c3ccccc3F)ccc2n1 | 1 | 7 | -3 | 0.0 | -8 | 1 | 7 | -104
Cn1cnc(S(=O)(=O)N2C[C@H](O)COC[C@H]3O[C@H](CC(=O)NCc4cccc(F)c4)CC[C@@H]32)c1 | -2 | -5 | -4 | 0.3 | 3 | -3 | 5 | 15
COc1ccc(N2C(=O)CC(Sc3nc(C)cc(C)n3)C2=O)cc1OC (configuration not stated) | -3 | . | 1 | 0.2 | -2 | 0 | -8 | 18
CC1(C)OC(=O)C2=C(CC(CCc3ccccc3)OC2c2ccccc2)O1 (configuration not stated) | -3 | -19 | -3 | -0.2 | -3 | 1 | 4 | 4
O=C(CCN1C(=O)c2ccccc2C1=O)c1cnc[nH]1 | 2 | . | -2 | 0.0 | . | 2 | 1 | .
CO[C@@H](CN(C)C(=O)c1ccc2c(c1)OCO2)[C@@H](C)CN([C@H](C)CO)S(=O)(=O)c1ccc(Cl)cc1 | -1 | -7 | -2 | 0.0 | -1 | 1 | -8 | 4
COc1ccccc1CN1C(=O)c2cccc3cccc(c23)C1=O | . | -13 | . | 0.0 | -1 | . | -4 | .
COCC(=O)N1CC2(C1)[C@@H](c1ccccc1)[C@@H](CO)N2CCC(F)(F)F | 2 | 9 | 6 | 0.2 | . | 2 | 4 | .
Fc1ccc2c(-c3cccc(C(F)(F)F)c3)c(-c3ccccc3)ncc2c1 | 3 | -3 | -9 | 0.0 | -2 | . | 7 | .
Cc1onc(-c2ccccc2)c1C(=O)Nc1nnc(C(C)C)s1 | 1 | -3 | -1 | 0.0 | 7 | -6 | 7 | 10
COc1ccc(Br)cc1S(=O)(=O)Nc1ncn[nH]1 | 1 | 1 | -16 | 0.0 | -2 | -2 | 9 | 3
Cc1ccc(NC(=O)CS(=O)CC(=O)NC(C)CCc2ccco2)cc1Cl (configuration not stated) | 1 | -10 | 0 | . | 1 | 2 | -7 | 2
COc1cc(C(=O)O)nc(OC)n1 | -3 | -6 | -7 | 0.0 | . | -1 | -3 | .
COc1ccc(S(=O)(=O)N(C)C[C@@H]2OCCCC[C@@H](C)Oc3ccc(NC(=O)NC(C)C)cc3C(=O)N([C@@H](C)CO)C[C@@H]2C)cc1 | -4 | 9 | -3 | 0.1 | -5 | -2 | -6 | .
CN1CCN(C(=O)C[C@H]2C[C@H]3c4cc(NC(=O)NC5CCCCC5)ccc4O[C@H]3[C@@H](CO)O2)CC1 | 18&-1 | -7&4 | -1&-10 | 0.5&0.1 | -3&3 | 6&-3 | 0 | 4&7
O=C1NC(=O)C(Cc2ccccc2)(c2cccnc2)N1 (configuration not stated) | 3 | 7 | -3 | 0.0 | 4 | 1 | -1 | 8
CCCNC(=O)N(C)C[C@H]1Oc2ncc(C#C[C@H](C)O)cc2C(=O)N([C@@H](C)CO)C[C@@H]1C | -1 | 0 | -6 | 0.2 | -5 | 13 | 12 | .
CCn1c(CC(=O)Nc2ccccc2C)nnc1SCC(=O)NC1CCCC1 | 0 | -33 | -2 | -0.1 | -1 | -3 | 5 | 3
CCC(C(=O)OC)n1cnc2scc(-c3ccc(C)cc3)c2c1=O (configuration not stated) | -1 | . | -4 | 0.0 | -1 | 1 | -3 | -4
CC(=O)c1cccc(NC(=O)N2CCC(C(=O)c3ccc(F)cc3)CC2)c1 | -3 | -5 | -1 | 0.0 | 0 | 0 | -4 | .
C=CCN1C=C2C(=O)C(C)(OC(=O)C3CCCC3)C(=O)C=C2C=C1c1ccsc1 (configuration not stated) | . | . | -3 | 0.0 | -6 | . | -8 | 10
CO[C@H]1CN(C)C(=O)c2cc(NC(=O)c3ccccc3F)ccc2OC[C@@H](C)N(C(=O)c2ccccc2F)C[C@@H]1C | 4 | -2 | 28 | -0.1 | -8 | -2 | 6 | 1
O=C(/C=C/c1ccc([N+](=O)[O-])cc1)NCCc1ccccc1 | -1 | . | -18 | 0.0 | . | -3 | -9 | .

Looked up one by one from the list above, six records:
SMILES | ERAP1 HTS inh | PGC1a acetyl inh | S100A4 MyoIIA | XiGFP reactiv | Cneo AK release | SIRT5 block | LGR2 inh | Statin myotox sup
Fc1ccc2c(-c3cccc(C(F)(F)F)c3)c(-c3ccccc3)ncc2c1 | 3 | -3 | -9 | 0.0 | -2 | . | 7 | .
CCCNC(=O)N(C)C[C@H]1Oc2ncc(C#C[C@H](C)O)cc2C(=O)N([C@@H](C)CO)C[C@@H]1C | -1 | 0 | -6 | 0.2 | -5 | 13 | 12 | .
Cc1ccc(NC(=O)CS(=O)CC(=O)NC(C)CCc2ccco2)cc1Cl (configuration not stated) | 1 | -10 | 0 | . | 1 | 2 | -7 | 2
CC(=O)c1cccc(NC(=O)N2CCC(C(=O)c3ccc(F)cc3)CC2)c1 | -3 | -5 | -1 | 0.0 | 0 | 0 | -4 | .
CN1CCN(C(=O)C[C@H]2C[C@H]3c4cc(NC(=O)NC5CCCCC5)ccc4O[C@H]3[C@@H](CO)O2)CC1 | 18&-1 | -7&4 | -1&-10 | 0.5&0.1 | -3&3 | 6&-3 | 0 | 4&7
CCn1c(CC(=O)Nc2ccccc2C)nnc1SCC(=O)NC1CCCC1 | 0 | -33 | -2 | -0.1 | -1 | -3 | 5 | 3

Not all compounds are listed. The share of hits here may be higher or lower than overall.
